TLR9-MyD88 inh – blocks human TLR9 binding to MyD88. inhibition, % at 4.98 µM. CHO BLA complementation TLR9-MyD88, CCF4 FRET ratio. AID 504734. Q9NR96+Q99836. hit rate 0.21% among 340,000;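 active means inhibition above the mean over all tested compounds plus 3 SD, cut at about 21% in these data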;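 further: 0% = DMSO only wells and 100% = clavulanate BLA inhibitor control wells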
NOD2-RIPK2 inh – blocks binding of human NOD2 to RIPK2; inhibition, % at 4.98 µM; CHO BLA complementation NOD2-RIPK2, CCF4 ratio; hit rate 0.38% among 360,000; O43353; in the data active means inhibition above about 21%;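 further: 0% = vehicle only and 100% = reference blocker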
NR5A2 inv ag – suppresses constitutive activity of human LRH-1; O00482; HEK293T StAR-luciferase reporter, LRH-1 transfected, 24 h; inhibition, % at 3.6 µM; hit rate 0.13% among 360,000;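 active means inhibition above the mean inhibition of all tested compounds plus 3 SD, cut at about 73% in these data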;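 further: 0% = DMSO wells and 100% = reporter-only cells lacking LRH-1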
NR2F2 inh – blocks human COUP-TFII nuclear receptor. inhibition, % at 8.6 µM. HEK293T NGFI-A luciferase reporter, luminescence. P24468. hit rate 0.7% among 370,000. AID 686940;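 active means inhibition above a per-plate cutoff, mean inhibition of test wells between control levels plus 3 SD, cut at about 38% in these data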;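 further: cells cotransfected with COUP-TFII expression vector driving the NGFI-A reporter; 0% = median of COUP-TF2 test wells and 100% = reporter-only cells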
LMP1 NFkB inh – inhibitors of Epstein-Barr LMP1-induced NF-kappaB reporter | AID 504558 | hit rate 0.69% among 350,000 | LMP1-induced NF-kappaB luciferase reporter cells, luminescence | inhibition, % at 12.5 µM; in the data active means inhibition above about 41%;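 further: 0% = neutral control wells and 100% = reference inhibitor control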
ABHD5 PLIN5 PPI – ABHD5-PLIN5 protein interaction inhibition | hit rate 0.78% among 360,000 | Split G. princeps luciferase complementation, luminescence, 4 h | inhibition, % at 4 µM | Q00G26+Q8WTS1 | AID 602281;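 active means inhibition above the mean inhibition across every tested compound plus 3 SD, cut at about 22% in these data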;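 further: 0% = DMSO only wells and the 100% control is not disclosed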
Target sequence (Q00G26 whole entry, looked up): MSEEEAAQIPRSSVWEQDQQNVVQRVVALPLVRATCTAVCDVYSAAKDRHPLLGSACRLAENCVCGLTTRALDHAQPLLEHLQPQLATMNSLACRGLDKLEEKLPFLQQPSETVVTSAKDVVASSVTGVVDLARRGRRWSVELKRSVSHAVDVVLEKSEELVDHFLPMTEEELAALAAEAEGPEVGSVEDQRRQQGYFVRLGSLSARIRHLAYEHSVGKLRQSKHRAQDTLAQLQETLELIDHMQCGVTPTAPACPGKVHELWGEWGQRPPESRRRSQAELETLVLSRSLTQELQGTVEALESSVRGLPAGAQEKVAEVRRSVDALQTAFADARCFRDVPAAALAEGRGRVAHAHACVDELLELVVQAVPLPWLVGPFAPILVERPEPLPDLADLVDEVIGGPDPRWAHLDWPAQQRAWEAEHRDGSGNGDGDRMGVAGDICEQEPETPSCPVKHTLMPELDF
Target sequence (Q8WTS1 whole entry, looked up): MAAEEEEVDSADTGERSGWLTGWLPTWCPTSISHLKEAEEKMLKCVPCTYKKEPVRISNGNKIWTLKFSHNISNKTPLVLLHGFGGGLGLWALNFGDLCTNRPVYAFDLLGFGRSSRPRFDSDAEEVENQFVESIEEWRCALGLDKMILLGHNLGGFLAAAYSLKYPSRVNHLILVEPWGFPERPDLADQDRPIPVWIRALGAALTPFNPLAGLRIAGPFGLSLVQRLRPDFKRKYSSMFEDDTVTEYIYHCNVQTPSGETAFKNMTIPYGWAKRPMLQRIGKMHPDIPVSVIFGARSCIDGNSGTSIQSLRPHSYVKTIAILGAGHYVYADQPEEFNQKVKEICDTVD
SRC2 inh – human SRC2 (NCOA2) inhibition. Q15596. HEK293 GAL4-SRC2 luciferase reporter, luminescence. inhibition, % at 9 µM. hit rate 0.17% among 370,000. AID 651957;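 active means inhibition above the mean inhibition of all tested compounds plus 3 SD, set per campaign, cut at about 52% in these data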;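 further: 0% = DMSO treated cells and 100% = cells given Gossypol at 36 µM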
Starred values were filed as active, the others as inactive; / = no result given. These rows are one share of the data; the hit share may differ from the screen's.

SMILES	TLR9-MyD88 inh	NOD2-RIPK2 inh	NR5A2 inv ag	NR2F2 inh	LMP1 NFkB inh	ABHD5 PLIN5 PPI	SRC2 inh
CCNC(=O)N1CCN(c2ccc(N3CCN(C(=O)NCC)[C@@H](C)C3)c(C)c2)[C@@H](C)C1	/	/	/	-1	/	/	-6
COc1ccccc1NC(=O)c1ccc([N+](=O)[O-])o1	/	/	/	15	/	/	6
COCCNC(=S)N(C)[C@H]1C[C@H]2c3[nH]c4ccccc4c3CCN2C[C@H]1[C@H](C)O	/	/	/	-5	/	/	14
Cc1cc(Br)cn2c(Cc3cccc(F)c3)c(-c3ccco3)nc12	/	/	/	5	/	/	-13
O=[N+]([O-])c1nccn1CC(O)CCN1CCOCC1 (stereo unspecified)	/	/	/	-17	/	/	-6
C=CCN1C(=O)[C@H](CC(=O)N2CCCC2)[C@@]2(C(=O)OCC)CCCC=C12	/	/	/	6	/	/	-10
Nc1nc2ccccc2cc1C(=O)NCCCCc1ccccc1	/	-7	32	/	/	4	/
COc1ccc(CCNC(=O)c2cc3ccc(Cl)cc3nc2N)cc1	/	-8	23	/	/	-1	/
Nc1nc2cc3c(cc2cc1C(=O)NCc1ccc(F)cc1)OCO3	/	-1	-11	/	/	5	/
COc1ccc(CCNC(=O)c2cc3cc(Cl)ccc3nc2N)cc1OC	/	2	32	/	/	6	/
CN1N=C(C(C)(C)C)CC1=O	/	/	/	-2	8	/	-4
CC[n+]1c(/C=C/c2c[nH]c3ccccc23)ccc2cc(C)ccc21	/	/	/	38*	5	/	-10
CCCSc1sc(C(=O)OC)c(-c2cccs2)c1C#N	/	/	/	1	4	/	12
Cc1cccc(NC(=O)C2Cc3ccccc3CN2C(=O)OCc2ccccc2)c1C (stereo unspecified)	-18	/	/	4	-6	/	8
COCCn1c(=S)[nH]c2cc(C(=O)N3CC(C)CC(C)C3)ccc2c1=O (stereo unspecified)	8	/	/	-16	6	/	-2
O=C(O)Cn1nnc(-c2ccc(OCc3ccccc3Cl)cc2)n1	5	/	/	-3	1	/	-16
CC1C(=O)Nc2ccc(S(=O)(=O)N3CCN(c4ccccc4F)CC3)cc2NC1=O (stereo unspecified)	0	/	/	26	6	/	21
Cc1ccc(CNC(=O)C(NS(=O)(=O)c2cccs2)C(C)C)cc1 (stereo unspecified)	-1	/	/	-3	-1	/	-14
COc1ccc(OCC(=O)NC(=S)Nc2ccccc2F)cc1	2	/	/	-7	6	/	-6
O=C(NCc1ccc2c(c1)OCO2)c1cc(-c2ccncc2)nc2ccccc12	0	/	/	1	2	/	-26
COC(=O)CN(c1ccc2c(c1)OCO2)S(=O)(=O)c1c(C)[nH]c(=O)[nH]c1=O	-13	/	/	-2	2	/	6
CCOc1ccc(CCNC(=O)c2cc(-c3ccccc3)c(N3CCOCC3)s2)cc1OCC	-6	/	/	35	-3	/	29
COc1ccc(CNC(=O)CCC(=O)N2CC(C)Oc3ccccc32)cc1 (stereo unspecified)	-9	/	/	-2	0	/	5
CCCCCCOC(=O)CC1CC(C(C)=O)C1(C)C (stereo unspecified)	-14	/	/	-10	-5	/	10
CS(=O)(=O)c1sc(C(=O)NC(=S)Nc2ccc(OC(F)(F)F)cc2)c2c1C=CCC2	-11	/	/	26	-4	/	9
COC(=O)[C@]1(C)N[C@H](CN(C)S(=O)(=O)c2ccc(C)cc2)[C@@H]2C(=O)N(C)C(=O)[C@@H]21	1	/	/	3	1	/	-14
COC(=O)[C@]1(C)N[C@H](CN(C)S(=O)(=O)c2ccc(F)cc2)[C@@H]2C(=O)N(C)C(=O)[C@@H]21	6	/	/	-9	-15	/	4
O=C(NCc1ccccc1)c1ccc2nnsc2c1	-4	/	/	2	-7	/	-9
COC(=O)[C@]1(C)N[C@H](CN(C)S(=O)(=O)c2ccccc2)[C@@H]2C(=O)N(C)C(=O)[C@@H]21	10	/	/	1	4	/	-1
COC(=O)[C@]1(C)N[C@H](CN(C)S(=O)(=O)c2ccc(C(C)(C)C)cc2)[C@@H]2C(=O)N(C)C(=O)[C@@H]21	1	/	/	7	-7	/	-1
CCCc1nc(NCCCOCC)c2nnn(Cc3ccccc3)c2n1	7	/	/	-2	5	/	10

Just SRC2 inh, NR2F2 inh and NR5A2 inv ag (3 entries from above):
SMILES | SRC2 inh | NR2F2 inh | NR5A2 inv ag
CN1N=C(C(C)(C)C)CC1=O | -4 | -2 | /
CCNC(=O)N1CCN(c2ccc(N3CCN(C(=O)NCC)[C@@H](C)C3)c(C)c2)[C@@H](C)C1 | -6 | -1 | /
CCCc1nc(NCCCOCC)c2nnn(Cc3ccccc3)c2n1 | 10 | -2 | /

Entries from the list above containing a halogen, in the order listed:
SMILES	TLR9-MyD88 inh	NOD2-RIPK2 inh	NR5A2 inv ag	NR2F2 inh	LMP1 NFkB inh	ABHD5 PLIN5 PPI	SRC2 inh
Cc1cc(Br)cn2c(Cc3cccc(F)c3)c(-c3ccco3)nc12	/	/	/	5	/	/	-13
COc1ccc(CCNC(=O)c2cc3ccc(Cl)cc3nc2N)cc1	/	-8	23	/	/	-1	/
Nc1nc2cc3c(cc2cc1C(=O)NCc1ccc(F)cc1)OCO3	/	-1	-11	/	/	5	/
COc1ccc(CCNC(=O)c2cc3cc(Cl)ccc3nc2N)cc1OC	/	2	32	/	/	6	/
O=C(O)Cn1nnc(-c2ccc(OCc3ccccc3Cl)cc2)n1	5	/	/	-3	1	/	-16
CC1C(=O)Nc2ccc(S(=O)(=O)N3CCN(c4ccccc4F)CC3)cc2NC1=O (stereo unspecified)	0	/	/	26	6	/	21
COc1ccc(OCC(=O)NC(=S)Nc2ccccc2F)cc1	2	/	/	-7	6	/	-6
CS(=O)(=O)c1sc(C(=O)NC(=S)Nc2ccc(OC(F)(F)F)cc2)c2c1C=CCC2	-11	/	/	26	-4	/	9
COC(=O)[C@]1(C)N[C@H](CN(C)S(=O)(=O)c2ccc(F)cc2)[C@@H]2C(=O)N(C)C(=O)[C@@H]21	6	/	/	-9	-15	/	4

Bioassay records: PubChem BioAssay, several laboratories
